# Compound activity: PubChem, several laboratories
# BH1578 lux ind: quorum light induction in luxS cqsA deficient V. cholerae. activation, % at 18.7 µM. 350,000 tested, 0.16% active. V. cholerae BH1578 lux reporter, luminescence, 6 h. AID 588436; in the data active means activation mostly above about 9.7%, no sharp cut-off; inconclusive means no clear call, values can overlap the other calls; inactive means mostly below about 3.7%; further: not every result past the cut was called active; inactives centre near 0; reference of the scale not given here
# SARS 3CLpro inh: SARS-CoV 3CLpro protease inhibition. P0C6X7. recombinant SARS-CoV 3CLpro, quenched FRET peptide cleavage. inhibition, % at 6 µM. 290,000 tested, 0.14% active. AID 1706; in the data active means inhibition above about 12%
# Yp Topo-I inh: blocks Yersinia pestis topoisomerase I activity. Y. pestis Topo-I cleavage product accumulation, plate reader. activity, % at 10 µM. 360,000 tested, 0.064% active; in the data active means activity above about 50%, passing the limit was not always enough; inconclusive means no clear call, values can overlap the other calls; further: inactives centre near 2
# PrPC TRFRET: reduces human prion protein on the cell surface; 370,000 tested, 0.43% active; inhibition, % at 13.8 µM; cell surface PrPC, TR-FRET read-out; P04156; in the data active means inhibition above about 24%; further: 0% = median of the test wells and 100% = reference compound wells
# PriA SSB inh: blocks PriA binding to SSB C-terminal tail; AlphaScreen SSBct-PriA binding, biotinylated peptide; inhibition, % at 33 µM; 430,000 tested, 0.6% active; AID 1272365; in the data active means inhibition mostly above about 37%, no sharp cut-off; inactive means mostly below about 20%;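 further: plate controls were negative control peptide for no effect and reference peptide for full effect; strong numbers were not always called active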
# Anthrax LF inh2: inhibitors of Bacillus anthracis lethal factor protease | 360,000 tested, 0.12% active | AID 588501 | inhibition, % at 10 µM | multiplex microsphere protease cleavage assay, LF; further: plate controls were buffer without enzyme for full effect and enzyme alone for no effect
# Target sequence (P15917 whole entry, looked up): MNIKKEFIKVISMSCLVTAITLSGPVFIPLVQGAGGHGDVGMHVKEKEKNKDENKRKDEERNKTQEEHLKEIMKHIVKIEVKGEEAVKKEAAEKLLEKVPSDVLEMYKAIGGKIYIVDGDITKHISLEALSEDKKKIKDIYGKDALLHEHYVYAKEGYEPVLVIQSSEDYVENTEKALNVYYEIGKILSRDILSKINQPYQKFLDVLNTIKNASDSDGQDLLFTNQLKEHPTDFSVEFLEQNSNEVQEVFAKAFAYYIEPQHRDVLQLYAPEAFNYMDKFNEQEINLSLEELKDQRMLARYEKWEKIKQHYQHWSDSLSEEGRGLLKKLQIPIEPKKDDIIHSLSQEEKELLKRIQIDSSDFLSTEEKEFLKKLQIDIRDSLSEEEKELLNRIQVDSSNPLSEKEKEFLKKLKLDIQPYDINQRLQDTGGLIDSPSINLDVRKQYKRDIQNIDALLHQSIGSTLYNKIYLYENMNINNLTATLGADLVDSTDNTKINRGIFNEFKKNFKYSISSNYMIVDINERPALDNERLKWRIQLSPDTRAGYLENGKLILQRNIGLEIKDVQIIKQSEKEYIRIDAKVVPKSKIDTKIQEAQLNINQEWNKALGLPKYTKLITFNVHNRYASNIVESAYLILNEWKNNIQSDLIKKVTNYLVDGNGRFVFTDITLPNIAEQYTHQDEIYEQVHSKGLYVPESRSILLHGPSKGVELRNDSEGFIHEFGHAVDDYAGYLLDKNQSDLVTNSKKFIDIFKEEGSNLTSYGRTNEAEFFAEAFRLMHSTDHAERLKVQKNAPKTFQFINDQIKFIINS
# TcdB GH inh: inhibitors of Clostridioides difficile toxin B glycohydrolase. P18177. TcdB glycohydrolase enzymatic assay, plate reader. inhibition, % at 9.99 µM. 350,000 tested, 0.24% active. AID 652162; in the data active means inhibition above about 10%
# BoNT-A LC inh2: inhibitors of Botulinum neurotoxin A light chain protease; multiplex microsphere protease substrate cleavage, flow cytometry; inhibition, % at 10 µM; 360,000 tested, 0.17% active; AID 588499; further: plate controls were buffer without enzyme for full effect and enzyme alone for no effect
# PfHsp40 yeast: restores yeast growth despite PfHsp40 toxicity | S. cerevisiae expressing PfHsp40, growth rescue, ATP luminescence | growth rescue, % at 12.5 µM | AID 504582 | 340,000 tested, 0.68% active; in the data active means growth rescue above about 28%, passing the limit was not always enough; inconclusive means no clear call, values can overlap the other calls;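 further: yeast W303a lacking pdr1 and pdr3 grown in galactose medium; growth measured after three days at 30 °C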
# An asterisk follows results filed as active; i = inactive; ? = inconclusive; / = no result given. Unless noted, no stated cut-off is given here; in the data, active means inhibition above about 30%; inconclusive means no clear call, values can overlap the other calls; inactive means below that.
SMILES,BH1578 lux ind,SARS 3CLpro inh,Yp Topo-I inh,PrPC TRFRET,PriA SSB inh,Anthrax LF inh2,TcdB GH inh,BoNT-A LC inh2,PfHsp40 yeast
COc1ccc(OC)c(CN2CCN(CC(=O)Nc3ccccc3C(=O)NC3CC3)CC2)c1,-1.9,/,-4,2,11,-2,0.3,0.0,-1.5
COc1ccc(CN2C(=O)C(C)N(C(=O)c3c(F)cccc3F)c3ccccc32)cc1 (stereo not drawn),i,-8,18,-2,2,-8,0.7,-5.0,2.0
CCOc1ccc(OCC)c(NC(=O)CN(C)S(=O)(=O)c2cnc[nH]2)c1,i,-2,-2,7,4,0,/,-0.2,0.3
Cc1c(C(=O)c2ccccc2)c(=O)n(C)c(=O)n1C,i,1,-2,0,-4,2,-0.8,-0.9,1.3
Cc1ccc2nc(SCC(=O)NCc3cccs3)c(C#N)cc2c1,-0.7,1,11,6,-13,-6,/,-0.7,-0.1
COc1ccc(CN2CCNC(=O)C2CC(=O)NC2Cc3ccccc3C2)c(OC)c1 (stereo not drawn),-0.3,0,12,-2,4,-1,-0.4,0.9,1.5
COc1ccccc1-c1nnc(SCC(=O)c2c(N)n(C3CC3)c(=O)[nH]c2=O)n1C,i,/,7,-2,-7,-3,1.2,0.4,-1.4
Cc1cccc(N2CCC3(CC2)C(=O)NC(=O)NC3=O)c1,i,/,-5,-3,-14,-9,0.6,0.2,-0.3
CCc1ccc(CN2CCCC(C(=O)Nc3ccccc3-c3ccc(OC)cc3)C2)o1 (stereo not drawn),2.0,-7,6,-3,1,0,0.1,0.7,1.3
COc1cc(C)ccc1OCc1cc(C(=O)N(Cc2c(C)nn(C)c2C)C2CC2)no1,-0.3,-7,22,9,6,1,-0.1,-0.3,-0.6
C[C@H](NC(=O)[C@@H]1Cc2ccccc2CN1)C(=O)NC[C@H]1CC[C@H](C(=O)O)CC1,i,-2,3,-6,/,13,0.3,1.2,-0.6
COc1cccc(CN2CCCC(N3CCc4ccccc4C3)C2)c1O (stereo not drawn),-1.2,-4,14,-4,-11,-4,-0.3,0.7,0.4
CC(=O)Nc1cc(-c2cccc(C(=O)N(C)C)c2)cn2c(-c3ccc(C(C)=O)cc3)cnc12,i,/,5,-9,/,0,1.9,-0.4,/
CCOC(=O)N1CCN(C(=O)CSc2nc3c([nH]c4ccccc43)c(=O)n2CC)CC1,-3.6,-1,2,-5,-6,-1,1.8,-2.1,0.2
O=C1NC[C@@H](CCCCN2CCN(CCc3ccccc3)C(=O)C2=O)N(CC2CCCCC2)C1=O,/,/,/,0,/,0,-2.1,0.3,/

# Next part, overlapping the part above by 2 compounds.
SMILES,BH1578 lux ind,SARS 3CLpro inh,Yp Topo-I inh,PrPC TRFRET,PriA SSB inh,Anthrax LF inh2,TcdB GH inh,BoNT-A LC inh2,PfHsp40 yeast
CCOC(=O)N1CCN(C(=O)CSc2nc3c([nH]c4ccccc43)c(=O)n2CC)CC1,-3.6,-1,2,-5,-6,-1,1.8,-2.1,0.2
O=C1NC[C@@H](CCCCN2CCN(CCc3ccccc3)C(=O)C2=O)N(CC2CCCCC2)C1=O,/,/,/,0,/,0,-2.1,0.3,/
CN(CCOc1ccccc1)Cc1nc2cc(Cl)ccc2c(=O)[nH]1,0.4,-3,5,-1,-1,-1,-0.7,1.0,0.3
CCN(CC(=O)NC(=O)NCc1ccco1)Cc1nc2ccccc2c(=O)[nH]1,-0.3,2,8,-1,-2,1,/,0.8,-1.1
Cc1ccc(S(=O)(=O)c2nc(S(C)(=O)=O)sc2NCc2ccc3c(c2)OCO3)cc1,-0.2,2,49,5,5,-1,0.6,-0.2,2.4
COc1ccccc1C(=O)N/C(=C\c1cn(S(=O)(=O)N(C)C)c2ccccc12)C(=O)N1CCCCC1,4.2,4,4,-4,5,2,0.9,-0.8,-0.6
CC(C)OCCCNC(=O)c1ccccc1NC(=O)C1=CSCCO1,i,-2,-2,2,-11,-4,-0.1,2.4,0.9
O=C(Cn1ncn2c(cc3ccccc32)c1=O)NCCCc1ccccc1,-0.2,-2,-3,/,5,-1,/,1.8,-0.2
CCCCCCNc1cc(C)oc(=O)c1C(C)=O,-0.4,-1,-6,5,-39,-2,0.6,-0.3,-1.1
CN(CCc1cnn(C)c1)Cc1nc(Cc2ccccc2)no1,i,-1,2,-8,-15,-2,0.1,-0.4,0.2
COc1ccc(C(=O)OCc2ccccc2F)cc1S(=O)(=O)N1CCCC1,i,/,29,-2,-33,/,1.8,/,2.5
O=C(COC(=O)/C=C/c1ccc(C(F)(F)F)cc1)NC1CC1,-0.6,/,6,0,7,?,2.5,1.9,6.9
Cc1nc(N2CCN(C)CC2)c2sc(=S)n(C)c2n1,-0.2,2,11,/,-7,-13,/,-0.3,-0.9
CCc1ccc(C(=O)NNC(=O)CN2C(=O)NC3(CCCC3)C2=O)cc1,-2.9,/,6,-4,-6,-9,-0.2,0.6,-0.6
CC(=O)N1CCc2cc(S(=O)(=O)NCCC3=CCCCC3)ccc21,1.3,6,22,9,-21,2,/,-0.3,0.6
Cc1cc(=O)oc2cc(OCC(=O)NCc3ccncc3)ccc12,i,0,2,-8,-18,-2,1.6,-0.3,0.5
Cc1ccc(S(=O)(=O)NCC(=O)NCc2cc(=O)n(C)c(=O)n2C)cc1,12,-3,-4,2,-6,-1,2.6,1.7,0.1
CC(=O)Nc1ccc(S(=O)(=O)NCC(=O)Nc2ccc3c(c2)OCO3)cc1,7.7,/,-12,2,6,-9,0.6,0.0,-0.2
O=C(O)c1cc2c(cc1NC(=O)c1ccccc1OC(F)F)OCCCO2,i,5,2,6,-19,14,-0.2,-1.6,-0.4
O=C(c1ccc(Cl)cc1)N1CCN(CCc2ccccn2)CC1,-0.6,3,-7,-7,-7,0,-6.7,1.5,0.1
Cc1ccc(NNC(=O)c2c(C)noc2C)cc1Cl,i,3,2,15,-1,-12,-1.2,?,2.4
COc1cccc(C(c2sc3nc(C)nn3c2O)N2CCN(C(=O)c3ccco3)CC2)c1 (stereo not drawn),-0.3,8,13,-1,-6,-12,-8.0,-0.4,4.4
Cc1ccc(CSc2nc3ccccc3c(=O)n2C)cc1,-0.6,4,4,-8,-11,7,0.7,-2.0,-1.3
O=C(CSc1cccc[n+]1[O-])NC1CCCCCCC1,i,-3,-5,-4,-4,-5,2.1,-0.2,-0.9
O=C(Nc1ccc(Cl)cc1)Nc1nnc(CSCc2ccccc2Cl)s1,-3.3,1,-2,5,-5,-1,0.4,-0.7,-2.3
O=C(Nc1ccc(Br)cc1)C(c1ccccc1)c1ccccc1,-0.4,3,-7,8,-12,-8,-0.3,0.3,0.9
CCOC(=O)c1[nH]c2ccc(F)cc2c1NC(=O)C1=COCCO1,i,-4,-6,-14,-11,-5,/,0.0,0.4
O=[N+]([O-])c1ccc(NCCNCCOc2nonc2-c2ccccc2)c([N+](=O)[O-])c1,-1.3,5,-4,-29,5,-6,4.1,-0.9,0.6
O=C(Nc1ccc2c(c1)Cc1ccccc1-2)c1ccc(Br)o1,i,-3,3,-3,6,2,/,0.4,-0.3
CC(C(=O)NC(=O)NC1CCCCC1)N(C)CC(=O)Nc1ccc(F)c(F)c1F (stereo not drawn),-0.7,/,22,5,3,-2,1.0,3.5,0.9
CC(C)CCC(C)NC(=O)c1ccc2nccnc2c1 (stereo not drawn),-0.3,2,-4,-9,-10,0,0.0,0.8,0.3
COC(=O)c1ccc(OC(=O)c2cnccn2)cc1,-0.3,-1,11,-7,1,0,-0.3,-0.4,2.1
CCC(=O)Nc1ccc(Oc2ccc3c(c2)C(=O)NC3=O)cc1,-8.3,-7,-2,-6,-2,-2,-1.2,0.0,0.2
CC(C)(C)c1ccc(C(=O)N2CCN(c3ccc(N4CCOCC4)nn3)CC2)cc1,i,/,11,0,2,-4,-3.2,1.1,-1.6
N#Cc1ccc(CN2CCN(C(=O)CNC(=O)Cc3ccccc3)CC2)cc1,i,/,0,3,2,/,-0.2,/,0.4
CCCCCCOc1ccc(C(=O)O)cc1,-0.4,5,8,1,0,1,-0.6,0.0,-1.3
O=C(COC(=O)c1c(Cl)ccc(Cl)c1Cl)NC1CCS(=O)(=O)C1 (stereo not drawn),i,-5,1,7,2,0,1.3,0.8,-0.2
CCOc1ccc(N=C2SCCCN2C(=O)c2c(CC)noc2C)cc1,i,5,24,-4,0,2,-0.3,12,0.1
Cc1ccc(S(=O)(=O)NC2(C(F)(F)F)NC(=O)N(c3ccc(F)cc3)C2=O)cc1 (stereo not drawn),-4.0,1,-7,2,-8,-3,0.2,-3.3,1.9
COc1ccccc1N1CCN(C(=O)c2onc(C)c2Cl)CC1,-0.1,-2,-3,-2,-12,-7,1.8,-0.9,0.4
O=C(Nc1cccc(Cl)c1)O/N=C\c1ccncc1,-0.8,5,-3,13,/,-2,0.7,-0.8,-1.3
COCCNC(=O)Cn1cc2c(n1)CCCCC2,-0.2,1,11,-7,2,4,0.7,-0.6,0.5
CC(C)OC(=O)C1CC=CCC1C(=O)Nc1ccc(Cl)cc1 (stereo not drawn),0.9,2,-6,2,-13,-14,/,0.1,0.6
CC1CCCC(NC(=O)c2cc(S(=O)(=O)N3CCCCC3)ccc2Cl)C1C (stereo not drawn),-0.4,/,-3,2,-8,/,2.6,/,2.3
Cc1ccc(S(=O)(=O)Nc2ccccc2F)cc1C(=O)N1CCCC1,-0.3,/,1,3,-8,-4,0.8,-0.5,1.1
CC1CCN(CCCOc2ccc(Cl)cc2Br)CC1,-2.3,-3,0,4,-6,2,2.0,1.9,1.4
COc1ccc(-c2c3c(=O)n(C)c(=O)n(C)c3cn2C2CCCCC2)cc1,i,-4,32,15,12,-11,0.8,-0.8,-1.3
COc1cc(O)c(C(CCN2CCOCC2)c2cc(OC)c(OC)c(OC)c2)c(OC)c1 (stereo not drawn),-1.5,/,-3,2,-7,0,-0.2,-0.4,-1.4
COc1cccc(CC(=O)NNC(=O)CN(C)S(=O)(=O)c2ccc(C)cc2)c1,-2.6,/,0,-3,0,-5,-0.2,-0.4,-0.2
COc1ccc2[nH]c(=O)c(CN(Cc3nnnn3Cc3ccco3)C3CCCCC3)cc2c1,-6.2,1,1,-4,11,1,/,0.3,-1.1
Cc1nn(Cc2c(F)c(F)c(F)c(F)c2F)c(C)c1NC(=O)c1nn(C)cc1Br,1.3,-1,4,2,-19,2,1.8,-0.4,0.4
O=C(Cn1nc(-c2ccc(Cl)cc2)ccc1=O)NCC1COCCO1 (stereo not drawn),-0.2,-5,4,-2,3,0,1.2,-0.7,-0.3
CC1CC(C)CN(CC(=O)c2cccs2)C1 (stereo not drawn),2.1,1,-9,-5,-5,-5,0.0,1.4,0.5
Nn1c(Cc2cccc3ccccc23)nnc1SCCOc1ccc(Br)cc1,-0.3,5,18,7,3,0,/,-0.5,0.0
COc1ccc(CN2C(=O)C(CC(=O)NC3CCCCC3)CC(C(=O)N(C)C)=C2C)cc1 (stereo not drawn),-0.4,/,0,-2,/,2,0.9,0.1,/
Cc1cc(C(=O)COC(=O)c2cc(Cl)c(O)c(Cl)c2)c(C)n1C,i,/,-6,-6,-7,/,0.1,/,-0.5
Cc1[nH]c(=O)c(C#N)c(C)c1CSc1ncccn1,-1.1,/,-1,29*,-8,1,0.5,-0.2,0.5
CC(=O)Nc1ccc(S(=O)(=O)NNC(=O)CCC(=O)NCc2ccccc2)cc1,i,/,-6,-1,-8,0,-0.5,-0.3,0.0
O=C(Nc1cccc(F)c1)c1c(F)c(F)c(F)c(F)c1F,-0.2,1,4,-8,-15,-1,/,-1.2,-1.0

# Part of the list above, showing only BH1578 lux ind, Yp Topo-I inh and PrPC TRFRET:
Structure	BH1578 lux ind	Yp Topo-I inh	PrPC TRFRET
Cc1[nH]c(=O)c(C#N)c(C)c1CSc1ncccn1	-1.1	-1	29*
O=C(Nc1cccc(F)c1)c1c(F)c(F)c(F)c(F)c1F	-0.2	4	-8
COc1cccc(CC(=O)NNC(=O)CN(C)S(=O)(=O)c2ccc(C)cc2)c1	-2.6	0	-3

# A portion of the library; rates above refer to the full screens.
